BH1578 lux ind = inducers of Vibrio cholerae quorum light production without autoinducers, primary screen, BH1578 luxS cqsA deficient, single point; hit rate 0.16% among 350,000; activation, % at 18.7 µM; V. cholerae BH1578 lux reporter, luminescence, 6 h; in the data active = activation mostly above about 9.7%, no sharp cut-off; also: not every result past the cut was called active; inactives centre near 0; reference of the scale not given here
MazEF act = activators of E. coli MazEF toxin-antitoxin RNase, primary screen, biochemical, fluorescence, uHTS | activation, % at 20 µM | FAM/BHQ RNA-DNA oligo cleavage fluorescence, 5 h | hit rate 0.32% among 350,000; in the data active = activation above about 50%
Target sequence (P0AE70 whole entry, looked up): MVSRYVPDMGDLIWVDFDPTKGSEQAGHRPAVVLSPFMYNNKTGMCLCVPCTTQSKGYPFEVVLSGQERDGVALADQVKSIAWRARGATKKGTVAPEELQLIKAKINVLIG
DUSP3 inh = VHR1 phosphatase inhibitors, primary screen, biochemical, absorbance, uHTS; inhibition, % at 13.3 µM; Dual specificity protein phosphatase 3 (Homo sapiens), P51452; hit rate 0.52% among 290,000; recombinant VHR phosphatase, pNPP absorbance; in the data active = inhibition above about 50%; also: some compounds called inactive have numbers as strong as hits
Target sequence (P51452 whole entry, looked up): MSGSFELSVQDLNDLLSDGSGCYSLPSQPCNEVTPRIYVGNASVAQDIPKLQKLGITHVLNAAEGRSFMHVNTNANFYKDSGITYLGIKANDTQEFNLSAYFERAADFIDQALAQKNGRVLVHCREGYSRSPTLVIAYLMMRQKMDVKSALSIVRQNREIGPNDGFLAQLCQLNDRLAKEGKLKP
PrPC TRFRET = inhibitors of human cell surface prion protein PrPC, primary screen, cell-based, TR-FRET; Major prion protein (Homo sapiens), P04156; inhibition, % at 13.8 µM; TR-FRET read-out; hit rate 0.43% among 370,000; in the data active = inhibition above about 24%; also: 0% = median of the test wells and 100% = reference compound wells
CCHF vOTU inh = CCHFV vOTU protease inhibitors, primary screen, biochemical, Pep-AMC substrate, fluorescence | hit rate 0.55% among 370,000 | inhibition, % at 11.5 µM; in the data active = inhibition above about 30%; also: 0% = vehicle wells with enzyme and 100% = no enzyme wells
TcdB inh = TcdB glycohydrolase inhibitors, primary screen, biochemical, single point, plate reader; Toxin B (Clostridioides difficile), P18177; hit rate 0.24% among 350,000; inhibition, % at 9.99 µM; TcdB glycohydrolase enzymatic assay; AID 652162, 2013; in the data active = inhibition above about 10%
Yp Topo-I inh = Yersinia pestis topoisomerase I inhibitors, primary screen, biochemical, cleavage product accumulation, plate reader, single point. Y. pestis Topo-I cleavage product accumulation. activity, % at 10 µM. hit rate 0.064% among 360,000. AID 504884, 2011; in the data active = activity above about 50%, passing the limit was not always enough; also: inactives centre near 2
PriA SSB inh = inhibitors of Klebsiella pneumoniae PriA binding to SSB C-terminal tail, primary screen, biochemical, AlphaScreen; AID 1272365, 2023; inhibition, % at 33 µM; hit rate 0.6% among 430,000; AlphaScreen SSBct-PriA binding, biotinylated peptide; in the data active = inhibition mostly above about 37%, no sharp cut-off; inactive = mostly below about 20%;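 also: plate controls were negative control peptide for no effect and reference peptide for full effect; strong numbers were not always called active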
Rv3671c inh = Rv3671c serine protease inhibitors, primary screen, biochemical, fluorescence polarization, M. tuberculosis H37Rv | inhibition, % at 5.96 µM | P9WHR9 | AID 2606, 2010 | hit rate 0.048% among 320,000; in the data active = inhibition above about 38%;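 also: extracellular domain of Rv3671c used as enzyme; 0% = enzyme with DMSO and 100% = no enzyme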
Target sequence (P9WHR9 whole entry, looked up, the tested form may be a part): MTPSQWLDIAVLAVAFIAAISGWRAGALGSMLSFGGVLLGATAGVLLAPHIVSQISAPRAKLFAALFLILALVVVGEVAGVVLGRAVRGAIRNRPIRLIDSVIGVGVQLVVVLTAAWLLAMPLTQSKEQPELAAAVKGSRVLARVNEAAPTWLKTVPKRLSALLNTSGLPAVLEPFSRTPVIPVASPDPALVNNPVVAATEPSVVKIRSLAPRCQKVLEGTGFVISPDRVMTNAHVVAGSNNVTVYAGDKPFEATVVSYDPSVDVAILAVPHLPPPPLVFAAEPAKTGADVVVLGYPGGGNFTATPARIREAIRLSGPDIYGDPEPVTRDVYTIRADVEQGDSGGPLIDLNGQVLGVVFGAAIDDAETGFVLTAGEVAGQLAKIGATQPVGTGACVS
SARS 3CLpro inh = SARS-CoV 3CLpro protease inhibitors, primary screen, biochemical, quenched FRET. hit rate 0.14% among 290,000. recombinant SARS-CoV 3CLpro, quenched FRET peptide cleavage. inhibition, % at 6 µM. AID 1706, 2009; in the data active = inhibition above about 12%
* marks the source's active call; other numbers are inactive results; i = inactive; . = no result given; & = joins results of further samples. Only part of the results is shown; rates above refer to the full screens.

SMILES | BH1578 lux ind | MazEF act | DUSP3 inh | PrPC TRFRET | CCHF vOTU inh | TcdB inh | Yp Topo-I inh | PriA SSB inh | Rv3671c inh | SARS 3CLpro inh
CC1CCCCC1NC(=O)CNC(=O)c1ccco1 (stereo unspecified) | i | 6 | . | -4 | 4 | 4.1 | -9 | -14 | -4 | .
COc1ccc(/C=C/C(=O)Nc2c(C(=O)O)[nH]c3ccccc23)cc1OC | -0.5 | -4 | 14 | -2 | 23 | 0.4 | 11 | 10 | 1 | 2
CCCCC(CCC(=O)O)(C(=O)OCC)c1csc(Nc2ccccc2)n1 (stereo unspecified) | -0.6 | 0 | 4 | . | . | . | -5 | -1 | 3 | 8
Clc1ccc2[nH]c3c(NCC4CCCO4)ncnc3c2c1 (stereo unspecified) | . | . | 16 | 13 | -11 | . | . | . | 7 | 0
Cc1noc(C)c1S(=O)(=O)N1CCCCC1 | -1.4 | -13 | 16 | -1 | -1 | 0.3 | -2 | -1 | 3 | -1
COc1ccc(C(CNC(=O)c2ccc(S(=O)(=O)Nc3ccccc3OC)cc2)N2CCCC2)cc1 (stereo unspecified) | i | -3 | . | -8 | -12 | 1.0 | -19 | 18 | . | .
O=C(CC(CC(=O)c1ccccc1)c1ccccc1)c1ccccc1 | i | 2 | 19 | -9 | 12 | 3.6 | 41 | -14 | -3 | 3
CC(C)(O)c1cc2ccc(C#Cc3ccsc3)cc2c(=O)o1 | i | 4 | . | 0 | -9 | 0.8 | 3 | 2 | -18 | .
CCOC(=O)c1c(C)[nH]c(C)c1S(=O)(=O)NCc1ccc(OCC)cc1 | -2.6 | 9 | -27 | 8 | 13 | -0.3 | 5 | 4 | 6 | 1
CCN(CC)S(=O)(=O)c1cccc(NC(=O)CSc2nnc(N)s2)c1 | -1.4 | 0 | 8 | -1 | -12 | -1.1 | 6 | 4 | -7 | 3
Cc1ccc(SCc2[nH]nc3c2C2(CCSCC2)C(C#N)=C(N)O3)cc1 | i | 5 | -23 | -1 | -7 | . | 13 | 10 | -4 | -2
Cc1cc(C)c(OCC(=O)OCC(=O)NCc2ccco2)c(C)c1 | -1.3 | 4 | . | -2 | -2 | 0.0 | -9 | . | . | .
O=C(c1ccccc1)N1CCCC(C(=O)N2CCCCCC2)C1 (stereo unspecified) | i | 3 | -5 | 1 | -2 | . | -1 | -9 | -2 | 3
Cc1csc(SCC(=O)Nc2ccc(CC#N)cc2)n1 | -0.3 | -21 | . | 1 | -4 | -0.1 | 7 | . | . | .
Cc1cc(C)n(-c2ccc(NC(=O)C3CCN(Cc4cnc(C)s4)CC3)cc2)n1 | -0.1 | -23 | 36 | 4 | -6 | -6.9 | 16 | -5 | 0 | -4
CCOC(=O)c1cnc(SCC(=O)NCc2cccs2)nc1N | -1.9 | 9 | -1 | -3 | -10 | . | -6 | 3 | -7 | -7
COc1ccc(OC)c(N2C(=O)NC(=O)C(CCc3ccncc3)(CCc3ccncc3)C2=O)c1 | i | -2 | 4 | 3 | -3 | -0.9 | 2 | -5 | -4 | 2
CCC(C(=O)NCc1ccco1)N(Cc1cccs1)C(=O)CNS(=O)(=O)c1ccccc1 (stereo unspecified) | -0.1 | -5 | 9 | 5 | 10 | . | 2 | 5 | -3 | 1
CN(C)CCNC(=O)c1cccn(Cc2cc(C(F)(F)F)cc(C(F)(F)F)c2)c1=O | -0.1 | 2 | 9 | -14 | -11 | 1.6 | 0 | -12 | 8 | 4
O=C1NC[C@H](Cc2ccccc2)N(C[C@H]2CCCN2C[C@H](Cc2ccccc2)N2C[C@H](Cc3ccccc3)N(CC3CCCCCC3)C(=O)C2=O)C1=O | i | -7 | . | 0 | 16 | 0.4 | 39 | -6 | . | .
O=C(CNS(=O)(=O)c1c(Cl)cccc1Cl)N1CCCCCC1 | -0.2 | -10 | -12 | 1 | -2 | 0.1 | 1 | -6&-8 | -8 | -4
CCCN1C(=O)C(O)(C/C(C)=N/O)c2ccccc21 (stereo unspecified) | -0.7 | -1 | 25 | -6 | -5 | . | -1 | . | -3 | 0
CCOC(=O)C(C)c1c(C(=O)c2ccc(C)nc2)c2ccccc2n1C (stereo unspecified) | . | . | 4 | 4 | 14 | -8.2 | . | . | 13 | -1
Cc1nc(-c2cccnc2)sc1C(=O)Nc1ccc(Cl)cc1 | -0.2 | 5 | 45 | -8 | -2 | . | 9 | -18 | 4 | 0
Cc1ccc(NC(=O)C(C)OC(=O)Cc2c[nH]c3ccccc23)cc1 (stereo unspecified) | 2.9 | 0 | . | 0 | 18 | 1.6 | -10 | -1 | -1 | .
Cc1ccc(S(=O)(=O)c2c(C)nn(C(C)(C)C)c2OC(=O)c2ccc(Br)o2)cc1 | 1.4 | -1 | 17 | -1 | 5 | . | 33 | -6 | 4 | 1
C=C1C[C@H]2[C@@H]3CCc4cc(OC)ccc4[C@H]3CC[C@]12C | -4.0 | 2 | . | 4 | 0 | -0.7 | 6 | -58 | -7 | .
CCCNC(=O)NC(=O)CSc1cccc(C(F)(F)F)c1 | -0.3 | 3 | 0 | -2 | 9 | 1.0 | -4 | -12 | -2 | 3
CN(CC(=O)NCCc1ccc(S(N)(=O)=O)cc1)S(=O)(=O)c1cccc2nsnc12 | -0.4 | -10 | 10 | -34 | -5 | 0.1 | -5 | 5 | -10 | -2
COc1ccc(OC)c(S(=O)(=O)Nc2ccc(O)c(Sc3ncn[nH]3)c2)c1 | -12 | -9 | 17 | . | . | -11 | 10 | -10 | 3 | -4
Cc1ccc(NC(=O)Nc2cccs2)cc1 | -0.2 | 8 | 17 | 12 | -11 | . | -11 | 7 | 4 | 1
NS(=O)(=O)c1ccc(CCNS(=O)(=O)c2cccs2)cc1 | 1.5 | 0 | -9 | -5 | 8 | -0.2 | 1 | 3 | 0 | -2
O=C(NCc1cc([N+](=O)[O-])ccc1O)c1cccnc1Sc1ccccc1Cl | i | -5 | -7 | -13 | 15 | -1.3 | 0 | 13 | -10 | -2
CCOC(=O)C(=CNNc1cccc(Cl)c1)C(=O)OCC | -0.2 | -9 | 10 | 21 | 26 | -12 | 0 | 4 | -3 | 3
CN(C(=O)c1ccc(NC(=O)Cc2ccc(NC(=O)C3CCCN(C(=O)C4CCCCC4)C3)cc2)cc1)C1CC1 (stereo unspecified) | 10 | 7 | . | 4 | 5 | 0.0 | 16 | 0 | -5 | .
COCCN(CC(=O)NCC1CCCO1)C(=O)CCC(=O)Nc1cc(C)on1 (stereo unspecified) | i | 4 | -4 | 1 | 8 | . | -5 | -3 | 1 | -1
O=C(CN1CCN(C(=O)C2COc3ccccc3O2)CC1)Nc1ccccc1 (stereo unspecified) | -0.6 | 4 | 13 | 5 | -10 | 1.7 | -5 | -3 | 4 | -7
COCc1c(C(=O)N2CCc3ccccc32)oc2ccccc12 | -0.3 | 11 | 7 | 26* | 13 | 2.0 | 8 | -45 | -1 | 4
COC(=O)C1=C(C(=O)OC)C(c2cc([N+](=O)[O-])ccc2O)c2sc(=O)[nH]c2S1 (stereo unspecified) | -0.3 | 4 | 16 | -9 | 8 | 0.8 | 0 | -11 | 2 | 6
O=C(O)CCCOc1ccc(Cl)cc1Cl | i | 3 | . | 0 | 3 | 0.5 | -5 | 2 | . | .
Cc1ccc(C)c(NC(=O)c2nc(Cl)ccc2Cl)c1 | -0.4 | 0 | 3 | -3 | 1 | -0.8 | 6 | -8 | -1 | -1
COC(=O)[C@@H](CC(C)C)NS(=O)(=O)N(Cc1ccccc1)[C@@H](CC(C)C)C(=O)OC | -0.4 | -1 | . | 14 | 26 | 1.9 | 26 | -38 | -7 | .
COc1ccc(C(=O)NCC2OCCc3ccccc32)cc1 (stereo unspecified) | 3.6 | -1 | 27 | 4 | 4 | . | 1 | -4 | 2 | 0
OCc1ccccc1NC(=S)Nc1cccnc1 | i | -10 | 14 | 1 | 8 | . | -2 | -14 | -5 | -1
CCC(C(=O)OCC(=O)c1ccc(OC)cc1OC)c1ccccc1 (stereo unspecified) | 0.0 | -1 | . | -3 | 0 | 0.6 | 19 | -9 | -10 | .
CCC(=O)Nc1sc2c(c1C(=O)OC)CCN(Cc1ccccc1)C2 | -0.6 | 0 | 17 | -6 | 12 | 0.9 | 27 | 8 | 5 | -1
COc1ccc(CC(=O)NCCS(=O)(=O)N2CCN(c3ccccc3)CC2)cc1OC | -0.2 | 0 | . | 5 | -7 | 0.4 | 8 | -3&9 | 8 | .
Cc1cc(C(F)(F)F)nc(NCc2cccnc2)n1 | i | -1 | -1 | 9 | -9 | . | 3 | -11 | 6 | 2
CCN(CC)c1nc2c(c(=O)[nH]c(=O)n2C)n1Cc1ccccc1Cl | -0.3 | 5 | 11 | 5 | 3 | -8.1 | -13 | -12 | 4 | 0
CC(C)Cn1c(N)c(C(=O)NCCN2CCOCC2)c2nc3ccccc3nc21 | -14 | 2 | -5 | -4 | -60 | 2.4 | 17 | -14 | -2 | -1
Cc1cc(C(=O)COc2ccccc2Cl)c(C)n1C1CC1 | i | 6 | . | 5 | -2 | 1.3 | 26 | -9 | 10 | .
CCSc1nnc(NC(=O)Nc2cccc(C)c2)s1 | -0.2 | -18 | 16 | 5 | -5 | 0.5 | 3 | 3 | -2 | -1
O=c1oc2ccccc2n1Cc1ccccc1 | i | -2 | -13 | 1 | 24 | 0.3 | 7 | -12 | -3 | 10
O=C(NCc1cccc(Cl)c1)c1ccc2c(c1)SC1=NS(=O)(=O)CCN12 | i | -1 | 21 | 8 | 11 | 1.2 | -7 | -7 | -15 | -6
O=C(O)c1ccc2c(c1)N(Cc1ccccc1)C(=O)c1ccccc1S2 | i | 7 | 8 | 1 | -10 | 1.8 | 0 | 10 | -3 | -2

Screens from PubChem BioAssay.
